Rpn11 block: Rpn11 (PSMD14) deubiquitinase inhibitors, primary screen, biochemical, fluorescence polarization, uHTS. 26S proteasome non-ATPase regulatory subunit 14 (Homo sapiens), O00487. human 26S proteasome, Ub4-pepOG fluorescence polarization; 20S core pre-blocked with epoxomicin. calls only at 20 µM. actives 0.59% (n = 360,000). AID 588493, 2011;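 active means inhibition at 20 µM, scaled to each plate's controls, above about 33%, limit read from the data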
Target sequence (O00487 whole entry, looked up): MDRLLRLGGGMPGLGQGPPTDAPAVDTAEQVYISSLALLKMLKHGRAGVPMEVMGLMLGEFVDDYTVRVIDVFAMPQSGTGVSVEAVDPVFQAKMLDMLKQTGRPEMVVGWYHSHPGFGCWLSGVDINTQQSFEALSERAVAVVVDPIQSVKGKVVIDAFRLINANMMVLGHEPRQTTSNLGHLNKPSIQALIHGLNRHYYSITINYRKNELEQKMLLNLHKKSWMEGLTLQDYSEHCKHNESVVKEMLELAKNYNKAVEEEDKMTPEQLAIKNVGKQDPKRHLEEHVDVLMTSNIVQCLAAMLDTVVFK
FAS-TE inh: FAS thioesterase domain inhibitors, primary screen, biochemical, fluorescence intensity, uHTS; AID 602261, 2012; Fatty acid synthase (Homo sapiens), P49327; inhibition, % at 15 µM; recombinant FAS-TE, OMFH fluorogenic substrate, fluorescence endpoint; actives 0.67% (n = 360,000);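 active means compounds whose normalised, plate-corrected inhibition of enzyme fluorescence in the single-dose primary screen is 50% or more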;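 further: 0% = DMSO with enzyme and 100% = substrate without enzyme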
SKN-1 inh: suppressors of acrylamide-induced Pgst-4::GFP reporter in worms, primary screen, SKN-1 inhibitor project, whole organism, uHTS, GFP/RFP fluorescence ratio, strain VP596; C. elegans VP596 Pgst-4::GFP/RFP ratio, 24 h; inhibition, % at 21.8 µM; actives 0.49% (n = 360,000);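 active means interference check ratio from 0.5 to 1.5 plus GFP to RFP signal ratio inhibition reaching or exceeding a fixed threshold, cut at about 30% in these data, passing the limit was not always enough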; further: some compounds called inactive have numbers as strong as hits
Neddylation inh: inhibitors of cullin neddylation, primary screen, biochemical, TR-FRET, uHTS, NAE and Ubc12; calls only at 25 µM; actives 0.58% (n = 360,000); AID 651699, 2012; in the data active means inhibition above about 36%
Rin1 Abl inh: inhibitors of Rin1-Abl protein binding, primary screen, biochemical, TR-FRET; inhibition, % at 7.35 µM; actives 0.4% (n = 360,000); Tyrosine-protein kinase ABL1 (Homo sapiens) + Ras and Rab interactor 1 (Homo sapiens), …; in the data active means inhibition above about 5%, passing the limit was not always enough
MT1-MMP act inh: blockers of MT1-MMP proenzyme processing, primary screen, HT1080 RFP-PRO-GFP cells, GFP/RFP fluorescence; Matrix metalloproteinase-14 (Homo sapiens), P50281; GFP/RFP ratio change, % at 20 µM; AID 651647, 2012; actives 0.061% (n = 360,000); GFP/RFP ratio fluorescence, overnight; percent of plate control window, DMSO zero;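 active means GFP/RFP ratio change of at least 30% with cell ATP level not reduced by more than half and red fluorescence within 50% of control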; further: strong numbers were not always called active
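Material – HT1080 RFP-PRO-GFP cells · Control set – DMSO wells and RFP-L50D-GFP cells · Incubation – overnight cell settling, then overnight compound exposure, 37 °C, 5% CO2 · Compound dosing – single-point 20 µM compound, 1% DMSO · Read-out – GFP/RFP fluorescence ratio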
CSN deneddyl inh: inhibitors of CSN-mediated cullin deneddylation, primary screen, biochemical, fluorescence polarization, uHTS | COP9 signalosome complex subunit 5 (Homo sapiens), Q92905 | Purified CSN, SCF-Nedd8-OG deneddylation | inhibition, % at 12.5 µM | actives 0.38% (n = 360,000);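 active means pattern-corrected inhibition above about 35%, with an unprinted fluorescence ratio check between 0.5 and 1.5, limit read from the data, passing the limit was not always enough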;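 further: 0% = enzyme with substrate and 100% = substrate without enzyme; some results filed as inactive read as strong as hits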
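test system = HEK293T-derived human Csn5 enzyme | amount = 0.24 nM Csn5 enzyme, final concentration | medium = Tris/NaCl/DTT buffer, pH 7.5 | schedule = 90 min reaction at room temperature | signal = FP | evaluation = inhibition of Csn5 cleavage, % | compound dosing = single dose of 12.5 µM compound with 0.25% DMSO | probe or stimulus = 10 nM SCFSkp2-Nedd8OG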
NadD inh: inhibitors of S. aureus NadD, primary screen, biochemical, colorimetric, uHTS | inhibition, % at 20 µM | purified NadD enzyme, colorimetric absorbance read-out | actives 0.78% (n = 360,000); in the data active means inhibition above about 26%; further: some compounds past the cut are filed as inactive
PABP1 MLLE inh: inhibitors of PABP1 MLLE–PAM2 peptide binding, primary screen, biochemical, fluorescence polarization, FITC-PAM2, GST-MLLE. AID 588489, 2011. Polyadenylate-binding protein 1 (Homo sapiens), P11940. inhibition, % at 20 µM. actives 0.36% (n = 360,000); in the data active means inhibition above about 35%, passing the limit was not always enough;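 further: plate controls were DMSO wells with GST-MLLE for no effect and wells lacking GST-MLLE protein for full effect; some results filed as inactive read as strong as hits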
Target sequence (P11940 whole entry, looked up): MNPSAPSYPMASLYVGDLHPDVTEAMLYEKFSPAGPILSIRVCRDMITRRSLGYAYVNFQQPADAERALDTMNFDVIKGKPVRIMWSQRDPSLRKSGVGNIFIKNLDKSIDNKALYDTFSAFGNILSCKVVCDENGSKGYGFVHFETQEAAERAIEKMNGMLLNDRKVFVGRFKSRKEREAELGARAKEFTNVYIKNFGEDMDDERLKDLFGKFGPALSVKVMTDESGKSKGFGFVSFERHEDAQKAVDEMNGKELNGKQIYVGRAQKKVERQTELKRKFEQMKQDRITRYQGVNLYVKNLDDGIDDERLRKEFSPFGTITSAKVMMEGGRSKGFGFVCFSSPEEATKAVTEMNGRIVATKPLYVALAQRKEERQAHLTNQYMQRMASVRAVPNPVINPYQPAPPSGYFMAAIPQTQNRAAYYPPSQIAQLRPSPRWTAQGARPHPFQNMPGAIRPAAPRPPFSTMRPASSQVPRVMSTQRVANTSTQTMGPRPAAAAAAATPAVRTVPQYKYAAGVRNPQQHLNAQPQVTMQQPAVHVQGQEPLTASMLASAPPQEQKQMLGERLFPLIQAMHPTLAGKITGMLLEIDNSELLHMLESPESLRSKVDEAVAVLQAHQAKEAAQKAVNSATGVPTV
Starred values were filed as active, the others as inactive; i = inactive; / = not tested or not shown; + = active, no number.

SMILES | Rpn11 block | FAS-TE inh | SKN-1 inh | Neddylation inh | Rin1 Abl inh | MT1-MMP act inh | CSN deneddyl inh | NadD inh | PABP1 MLLE inh
c1ccc(N2CCN(CC3CCCCC3)CC2)cc1 | i | -1 | 2 | i | 0 | 2 | 3 | -3 | -4
COc1ccccc1Nc1ccc(Nc2ccccc2OC)nn1 | i | -3 | -5 | i | -2 | 2 | 7 | 5 | -10
O=C(CSc1nnc(Nc2ccccc2F)s1)NC1CCS(=O)(=O)C1 (stereo unspecified) | i | -3 | -12 | i | 0 | -6 | -5 | -3 | 3
Cc1nn(C)c(C)c1/C=C/C(=O)c1ccc(Cl)cc1Cl | i | -3 | 18 | i | 0 | 0 | 10 | -8 | 16
CC(C)(C)n1ncc2c(=O)n(CC(=O)Nc3ccc(Cl)cc3)cnc21 | i | 14 | 2 | i | 1 | -1 | 1 | -1 | -2
COc1ccc(NC(=O)CN(C)C(=O)/C=C/c2ccc(OCc3ccccc3)cc2)cc1 | i | 2 | 10 | i | -1 | -1 | 2 | 6 | -2
CCOC(=O)C1CCCN(C(=O)c2cc(-c3ccco3)nc3ccccc23)C1 (stereo unspecified) | i | -5 | 17 | i | 3 | -7 | 43 | 23 | 1
CN(C)C(CNC(=O)c1cnc(Cl)c(Cl)c1)c1ccccc1 (stereo unspecified) | i | -2 | 9 | i | -3 | 0 | 1 | -7 | -3
O=C(Cn1nc(-c2ccccc2)oc1=O)OCC(=O)c1ccccc1 | i | -6 | -9 | i | 3 | 4 | 3 | -1 | 3
O=C(CO/N=C/c1ccc(OC(F)F)cc1)NC1CCCCC1 | i | -1 | -5 | i | 2 | 1 | -1 | -7 | 0
COc1ccc(CNC(=O)CCC(=O)c2ccc(F)cc2)cc1OC | i | -6 | 4 | i | 2 | -1 | 66* | 3 | -4
COc1cc(N)c(Cl)cc1C(=O)OCC(=O)N1CCCC1 | i | -2 | -3 | i | -2 | -1 | 8 | -4 | 0

Overlap with the part before: two entries; new compounds follow.
SMILES | Rpn11 block | FAS-TE inh | SKN-1 inh | Neddylation inh | Rin1 Abl inh | MT1-MMP act inh | CSN deneddyl inh | NadD inh | PABP1 MLLE inh
COc1ccc(CNC(=O)CCC(=O)c2ccc(F)cc2)cc1OC | i | -6 | 4 | i | 2 | -1 | 66* | 3 | -4
COc1cc(N)c(Cl)cc1C(=O)OCC(=O)N1CCCC1 | i | -2 | -3 | i | -2 | -1 | 8 | -4 | 0
O=C(CC(CC(=O)c1ccccc1)c1ccccc1)c1ccccc1 | i | 21 | 1 | i | 1 | 0 | 0 | -13 | 10
Cc1cc(C(C)(C)C)cc(C)c1N | i | -4 | 0 | i | 1 | -5 | 2 | 4 | -4
COC(=O)C1=C(N)OC2=C(C(=O)CC(C)(C)C2)C1c1cccnc1 (stereo unspecified) | i | -9 | 7 | i | 1 | -2 | -5 | -6 | -8
Cc1ccc(N(C)C(=O)CC(C)S(=O)(=O)c2ccc3c(c2)NC(=O)CO3)cc1 (stereo unspecified) | i | -3 | -9 | i | -1 | 0 | -3 | -4 | 3
COc1ccc(C2=C(c3ccc(OC)c(OC)c3)CN3CCCCC3C2)cc1 (stereo unspecified) | i | -8 | 19 | i | 0 | -1 | 1 | -6 | 3
COC(=O)CSc1nnc(NC(=O)CCc2ccccc2)s1 | i | -6 | -27 | i | -4 | 2 | -1 | -1 | -5
COC(CNC(=O)CCc1c(C)nc2c(-c3ccccc3)c(C)nn2c1C)OC | i | -6 | 10 | i | -2 | -5 | 2 | -2 | -2
CN(C(=O)/C=C/c1ccccc1)C1CCS(=O)(=O)C1 (stereo unspecified) | i | -8 | -3 | i | -5 | 9 | -2 | -1 | 2
O=C(N/N=C/c1ccccc1)c1ccc2c(c1)OCO2 | i | 1 | 2 | i | 0 | -2 | 2 | 0 | 2
COc1ccccc1CN1C(=O)CCC1(C)C(=O)NC1CCCCCC1 (stereo unspecified) | i | -8 | -9 | i | -2 | 3 | 2 | 0 | 0
COc1ccc(OCCCCN2CCC(C)CC2)cc1 | i | -5 | -14 | i | -1 | 4 | -2 | -8 | -4
O=C(Nc1cc(S(=O)(=O)N2CCCCCC2)ccc1OCC(F)(F)F)C1CCC1 | i | -5 | -8 | i | -2 | 2 | 6 | 1 | -13
O=C(NCCN1CCCC1)C1COc2ccccc2O1 (stereo unspecified) | i | -6 | -2 | i | 0 | 0 | 1 | -3 | -4
CCN1CCN(C(=S)NC(=O)c2cc(OC)c(OC)c(OC)c2)CC1 | i | -8 | -4 | i | 3 | 1 | 3 | 1 | 8
Cc1nc(-c2ccc(NC(=O)c3ccccc3C)cc2)cs1 | i | 6 | 8 | i | 0 | 2 | 106 | -3 | -6
N#CNC(=Nc1ccccc1)SCc1ccc(C(=O)O)cc1 | i | -3 | 4 | i | 3 | 1 | -3 | 4 | 7
CCOC(=O)c1sc(NC(=O)CSc2n[nH]c(C)n2)nc1C | i | -3 | -3 | i | 0 | 1 | 2 | -3 | -15
Nc1ccc(Oc2ccc3c(c2)OCO3)cc1 | i | -3 | 3 | i | 1 | 2 | 5 | -2 | -3
COC(=O)C1CN(C(=O)C(C)Oc2cccc(C)c2C)c2ccccc2O1 (stereo unspecified) | i | 4 | -8 | i | -1 | -1 | -3 | -5 | 6
COc1ccc(-n2c(SCC(=O)NC3CCCCC3)nc3ccsc3c2=O)cc1 | i | -2 | 12 | i | -1 | -6 | -6 | 6 | 10
COCCNC(=O)C1CCCN(C(=O)c2oc3ccccc3c2C)CC1 (stereo unspecified) | i | -8 | 8 | i | -4 | -1 | 3 | 1 | 20
C[C@H](NC(=O)c1nc[nH]c1C(=O)N1CCN(c2ccccc2)CC1)c1ccccc1 | i | -3 | -2 | i | 2 | 0 | -2 | -3 | 8
O=C(COC(=O)CSc1ccc2ccccc2c1)NC1CCCC1 | i | -9 | 10 | i | -4 | -1 | -16 | -4 | 10
CC1(C)Cc2c(sc3ncn4nc(CCC(=O)O)c(=O)nc4c23)CO1 | i | -10 | -1 | i | 0 | 10 | -4 | -1 | -4

One compound at a time, from the list above. Screens in order: Rpn11 block | FAS-TE inh | SKN-1 inh | Neddylation inh | Rin1 Abl inh | MT1-MMP act inh | CSN deneddyl inh | NadD inh | PABP1 MLLE inh
`COC(=O)CSc1nnc(NC(=O)CCc2ccccc2)s1` is listed with i | -6 | -27 | i | -4 | 2 | -1 | -1 | -5
`CCOC(=O)c1sc(NC(=O)CSc2n[nH]c(C)n2)nc1C` is listed with i | -3 | -3 | i | 0 | 1 | 2 | -3 | -15
`c1ccc(N2CCN(CC3CCCCC3)CC2)cc1` is listed with i | -1 | 2 | i | 0 | 2 | 3 | -3 | -4

Next entries
SMILES | Rpn11 block | FAS-TE inh | SKN-1 inh | Neddylation inh | Rin1 Abl inh | MT1-MMP act inh | CSN deneddyl inh | NadD inh | PABP1 MLLE inh
O=C(NC(Cc1ccccc1)C(=O)N1CCN(c2ccc(F)cc2)CC1)c1ccccc1 (stereo unspecified) | i | 2 | 9 | i | 1 | -1 | -3 | -2 | -1
Cc1ccc2oc(-c3ccccc3)nc2c1 | i | 5 | 26 | i | 4 | 4 | 1 | -7 | 6
Cc1occc1-c1nnc(SCC(=O)N2CCOCC2)o1 | i | -7 | 14 | i | 2 | 3 | 4 | -2 | 15
Cc1csc(SCC(=O)Nc2ccc(CC#N)cc2)n1 | i | -4 | 16 | i | 1 | 1 | 9 | -4 | -10
COc1ccc(OC)c(/C=C/C(=O)OCC(=O)NC2CCCCCCC2)c1 | i | 14 | -9 | + | 3 | -3 | 1 | -5 | -5
O=S1(=O)CCC(NS(=O)(=O)c2ccc3ccccc3c2)C1 (stereo unspecified) | i | -7 | 0 | i | 3 | 2 | 1 | -1 | 3
CCc1ccc(CN(C(=O)c2oc3ccccc3c2C)C2CCS(=O)(=O)C2)cc1 (stereo unspecified) | i | 27 | 1 | i | 2 | -5 | -4 | -8 | 19
CC(C)[C@@H](C(=O)NC1CCN(Cc2ccccc2)CC1)N1C(=O)N2CCc3c([nH]c4ccccc34)[C@@]2(C)C1=O | i | 10 | 7 | i | 3 | 0 | 0 | 1 | -9
COc1cc(C(=O)OCC(=O)c2ccccc2)cc2c1OCCO2 | i | 1 | -9 | i | -4 | 3 | 3 | -9 | -18
CCCCOc1ccc(NC(=O)Nc2nnc(C)s2)cc1 | i | -4 | 10 | i | 6 | 5 | -3 | -1 | -5
COC(=O)C1=CN(c2ccc(Oc3ccccc3)cc2)C(N)=C(C#N)C1c1ccccc1 (stereo unspecified) | / | / | 1 | i | / | -2 | 3 | / | /
O=C(N/N=C/c1cccnc1)c1ccc(Cl)c(Cl)c1 | i | 0 | 2 | i | -2 | 2 | 4 | -6 | 0
CC(c1ccccc1)N1CC(C(=O)Nc2ccc(F)cc2)CC1=O (stereo unspecified) | i | -1 | 18 | i | -1 | 0 | 1 | 4 | 2
COc1ccc(C(=O)/C=C/c2ccccc2C(F)(F)F)cc1 | i | 12 | 3 | i | 1 | -3 | 4 | -1 | 5
O=C(c1nc2ccccn2c1CNCCn1ccc2ccccc21)N1CCOCC1 | i | -2 | 5 | i | -1 | -2 | 5 | -1 | 16
CCCNC(=O)c1cc(Cl)c(NC(=O)C2=CSCCO2)cc1OC | i | 4 | -1 | i | -1 | -1 | 1 | -1 | -3
CCOP(=O)(OCC)/C(=C/N1CCCCC1)NC(=O)c1ccccc1 | i | -6 | 10 | i | 0 | 0 | 2 | -1 | -5
O=C(Nc1ccccc1-c1ccccc1)c1cccs1 | i | 2 | -3 | i | -2 | 0 | 4 | -3 | 13
CC(C)NC(=O)c1cc(C2CCCCN2S(=O)(=O)c2ccc(C#N)cc2)on1 (stereo unspecified) | i | -2 | 19 | i | 1 | 2 | -1 | -3 | -7
COC(=O)c1ccccc1-n1c(C)nc(=O)c(-c2ccccc2)c1C | i | -5 | 17 | i | 2 | 6 | 0 | -3 | 11
Cc1ccc(S(=O)(=O)N2CCOCC2)cc1C(=O)N1CCN(c2ccc(C(F)(F)F)cn2)CC1 | i | -2 | 4 | i | 5 | -1 | 7 | 1 | -2
O=C(O)CCn1c2c(c3ccccc31)CCCC2 | i | -7 | -10 | i | -4 | -2 | 2 | 4 | 14
COc1cccc(NC(=O)N(C)C[C@H]2Oc3ncc(Br)cc3C(=O)N([C@H](C)CO)C[C@H]2C)c1 | i | -7 | 0 | i | -1 | 5 | -4 | 7 | 8
S=C(NCCc1ccccc1)NCc1cccs1 | i | 0 | 5 | i | -3 | 3 | 5 | -1 | -68
COc1cccc(CNC(=O)c2n[nH]c3ccccc23)c1 | i | -5 | -6 | i | 1 | 1 | -1 | 0 | 1
Cc1cccc(OCC(=O)OCC(=O)Nc2sccc2C(N)=O)c1 | i | -3 | -5 | i | 3 | 10 | 4 | -9 | 1
